# Screening data as filed in PubChem.
# H1N1 NS1A inhibition: NS1A inhibition, H1N1 influenza, cell based functional assay (AID 504329); NS1A functional cell-based assay, percent inhibition; higher % means a stronger effect; 0.3% of 340,000 active; inhibition, % at 12.5 µM; hits with a dose series show IC50 in µM; in the data active = a potency from the dose series; inconclusive = inhibition above about 27% without an active follow-up result; also: strong numbers were not always called active
# M. tuberculosis HTS: M. tuberculosis growth inhibition, HTS (AID 449762) | M. tuberculosis H37Rv growth inhibition, 7H9 media; higher % means a stronger effect | one-dose inhibition, % at 25 µM; IC50 in µM for titrated hits | 0.59% of 330,000 active; in the data active = a potency from the dose series; inconclusive = inhibition above about 70% without an active follow-up result;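 also: bacterial growth assessed after seven days of incubation; strong numbers were not always called active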
# Salmonella PhoP GFP: Inhibition of PhoP regulon, Salmonella typhi GFP reporter cells, confirmation, 4 h (AID 1850); Salmonella Typhi PhoP-promoter GFP reporter, fluorescence, 4 h; higher % means a stronger effect; inhibition, % at 50 µM, or IC50 in µM where a hit was titrated; 0.33% of 310,000 active; in the data active = a potency from the dose series; inconclusive = inhibition mostly from about 25% at the one dose, without a potency; inactive = the rest, 99 in 100 with inhibition below about 19%;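 also: 0% = induced wells with vehicle and 100% = uninduced wells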
# tuberculosis growth: growth inhibition of non-replicating M. tuberculosis (AID 488890); 0.39% of 320,000 active; Mycobacterium tuberculosis non-replicating, growth inhibition; higher % means a stronger effect; inhibition, % at 25 µM; hits with a dose series show IC50 in µM; in the data active = a potency from the dose series; inconclusive = inhibition mostly from about 82% at the one dose, without a potency; inactive = the rest, 99 in 100 with inhibition below about 76%;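 also: plate controls were DMSO cells for no effect and high antibiotic wells for full effect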
# VEEV TC-83 Vero: inhibitors of VEEV TC-83 cytopathic effect, confirmation, Vero cells (AID 588727); Vero cells, VEEV TC-83 cytopathic effect inhibition; higher % means a stronger effect; inhibition, % at 20 µM, or IC50 in µM where a hit was titrated; 0.13% of 350,000 active; in the data active = a potency from the dose series; inconclusive = inhibition mostly from about 14% at the one dose, without a potency; inactive = the rest, 99 in 100 with inhibition below about 12%; also: strong numbers were not always called active
# VEEV TC-83 Vero 10K pilot screen: recorded beside VEEV TC-83 Vero, whose call it bears; inhibition, %; measured here: 10K pilot screen inhibition
# Active calls of the source: *; i = inactive; u = inconclusive; x = no result given.
SMILES,H1N1 NS1A inhibition,M. tuberculosis HTS,Salmonella PhoP GFP,tuberculosis growth,VEEV TC-83 Vero,others
O=C1/C(=C\c2cccnc2)SC(=S)N1c1ccc(F)cc1,-2%,0%,-2%,-5%,3.1%,
O=S(=O)(c1ccccc1)N1CCN(C(=S)NC2CCCC2)CC1,6%,-4%,-6%,-10%,5.8%,
Cc1ccc(SCCC(=O)N2CCN(S(=O)(=O)c3ccccc3)CC2)cc1,-11%,2%,x,7%,4.3%,
CSC1=NCCN1C(=O)c1c(-c2c(F)cccc2Cl)noc1C,-23%,-4%,3%,-4%,i,
O=C(CSc1nnc(CNc2ccc(F)cc2)n1Cc1ccco1)N1CCOCC1,5%,3%,1%,-9%,0.9%,
CCCCCn1c(SCCN2CCOCC2)nc2c1c(=O)[nH]c(=O)n2C,6%,0%,5%,17%,0.4%,
CC(C)OC(=O)CCc1nc2ccccc2[nH]c1=O,3%,-13%,-7%,-8%,4.8%,
COCCC(C(=O)Oc1c(C(C)(C)C)cc(C)cc1C(C)(C)C)c1ccccc1 (centres undefined),4%,8%,x,19%,i,
Cc1cc(C)cc(NC(=O)CN2CCN(CCN=CC3=C(O)CC(C)(C)CC3=O)CC2)c1,-16%,0%,1%,-12%,0.6%,
Cc1c(C)[n+](=O)c2c(n1[O-])C(Br)CCC2Br (centres undefined),-2%,2%,-3%,-7%,i,
COc1ccc(N2CCN(Cc3oc(CO)cc(=O)c3O)CC2)cc1,22%,-5%,1%,-7%,1.5%,
Cc1onc(-c2ccccc2Cl)c1C(=O)OCN1C(=O)c2ccccc2C1=O,-4%,-3%,-15%,17%,0.7%,
COc1ccc2c(c1)OC1=C(C(=O)CCC1)C2C1=C(O)CCCC1=O (centres undefined),1%,8%,4%,-16%,1.2%,
O=c1[nH]cnc2c1c(-c1ccccc1)cn2-c1ccc(Br)cc1,0%,25%,-5%,25%,1.4%,
CN(CC(=O)Nc1cccc(F)c1)C(=O)c1cn(-c2ccccc2)nc1-c1ccc(Cl)cc1,-8%,u,x,38%,3.0%,
COC(=O)c1ccccc1NC(=O)C1CC(c2ccc(F)cc2)=NO1 (centres undefined),16%,-6%,-2%,i,3.0%,
COc1ccc(CCNC(=O)c2cc(-c3ccc(C)c(C)c3O)n[nH]2)cc1OC,4%,-1%,-3%,-4%,6.8%,
COc1ccc(C(=O)NCCS(=O)(=O)N2CCOCC2)cc1,-9%,-3%,2%,-15%,0.1%,
COc1ccc(NC(=O)c2ccc3c(c2)S(=O)(=O)c2ccccc2C3=O)cc1,0%,4%,1%,-4%,i,
COc1ccccc1C(=O)Nc1ccccc1C(=O)N1CCCC1,-8%,3%,-2%,3%,0.8%,
COC(=O)C1CC(O)CN1S(=O)(=O)c1ccc2ccccc2c1 (centres undefined),-3%,-6%,x,2%,1.4%,
COc1ccc([N+](=O)[O-])cc1NC(=O)CCNC(=O)Cn1ccc2ccccc2c1=O,-18%,2%,-1%,-17%,i,
COc1ccccc1S(=O)(=O)N1CCN(S(=O)(=O)c2ccccc2C#N)CC1,6%,-1%,12%,0%,i,
COc1ccc(C2=NN(CN3C(=O)C(=O)c4ccccc43)C(c3ccc(Br)cc3)C2)cc1 (centres undefined),-1%,25%,-14%,27%,0.4%,
COc1ccc(CC(=O)Nc2nnc(C(C)C)s2)cc1,-4%,x,x,x,0.2%,
# (list continues)
SMILES,H1N1 NS1A inhibition,M. tuberculosis HTS,Salmonella PhoP GFP,tuberculosis growth,VEEV TC-83 Vero,others
COCCn1nnnc1C(c1ccccn1)N1CCN(c2cc(Cl)ccc2C)CC1 (centres undefined),2%,5%,4%,24%,i,
CC(Oc1ccccc1)C(=O)N=C1SC2CS(=O)(=O)CC2N1c1cccc(F)c1 (centres undefined),-3%,0%,2%,8%,2.4%,
COc1ccccc1S(=O)(=O)Cc1ccc(C(=O)NC2CCCCC2)o1,1%,0%,9%,2%,3.7%,
COC(=O)c1cc(=O)n(Cc2ccco2)c(=Nc2ccc(F)cc2)s1,10%,u,-1%,74%,8.9%,VEEV TC-83 Vero 10K pilot screen=8.0
CC1CCN(C(=O)C(NS(=O)(=O)c2cccc3nsnc23)C(C)C)CC1 (centres undefined),11%,3%,-6%,-5%,i,
COc1cccc(-c2nc(C#N)c(N3CCN(C(=O)c4ccco4)CC3)o2)c1,9%,5%,-2%,-6%,9.4%,
COc1ccc(Cc2noc(COc3ccc(Cl)cc3)n2)cc1,-4%,-8%,-4%,50%,0.3%,
COc1ccc(/C=C(/NC(=O)c2ccccc2)C(=O)N2CCCCC2)cc1,-1%,1%,11%,61%,i,
COc1ccc(CCn2nc(C)c([N+](=O)[O-])c2C)cc1,-6%,-11%,-5%,-11%,1.2%,
Cc1cc(=O)oc2cc(NS(=O)(=O)c3ccccc3)ccc12,-17%,7%,-21%,2%,0.4%,
CS(=O)(=O)N(CC(=O)N1CCCCCC1)c1cc(Cl)ccc1Cl,-22%,-5%,-3%,6%,i,
CC(OC(=O)c1cccc(-n2cnnn2)c1)C(=O)Nc1ccc(N(C)C)cc1 (centres undefined),-1%,-4%,-3%,-13%,4.0%,
CCOC(=O)c1cc(-c2ccccc2)nc2nc(N3CCCCC3)sc12,-9%,-3%,-22%,6%,9.0%,
Cc1ccc2c(c1)N(C(=O)CCC(=O)NCCCN1CCOCC1)CC(C)O2 (centres undefined),0%,0%,-6%,-9%,1.0%,
Cc1ccc(S(=O)(=O)N2CCN(C(=O)Cn3nc(C(=O)O)c4ccccc4c3=O)CC2)cc1,x,2%,3%,1%,x,
CN(CC(=O)Nc1cccc(F)c1)C(=O)CN1c2cccc3cccc(c23)S1(=O)=O,-11%,-5%,x,-12%,6.9%,
COc1cc2nc(CN3CCN(C(C)=O)CC3)[nH]c(=O)c2cc1OC,-7%,0%,-13%,-11%,5.3%,
CCN(CC(=O)Nc1ccccc1C(F)(F)F)C(=O)c1ccc(N2C(=O)CCC2=O)cc1,14%,-18%,-6%,-6%,2.8%,
Cc1ccc(-n2c(O)c(C=Nc3ccccc3N)c(=O)[nH]c2=O)cc1C,10%,-10%,-4%,7%,i,
O=C(O)C1CCCCC1C(=O)Nc1ccc(S(=O)(=O)N2CCOCC2)cc1 (centres undefined),12%,x,x,x,0.3%,
CC(C)C(C)NC(=O)CN1C(=O)NC2(CCc3ccccc32)C1=O (centres undefined),2%,6%,1%,8%,i,
N#Cc1c2c(c(NCCCN3CCOCC3)n3c1nc1ccccc13)CCC2,-4%,-6%,-4%,4%,6.9%,
Cc1ccc2c(c1)N(CCC(=O)NCc1ccccn1)C(=O)CO2,10%,-8%,-1%,-10%,2.1%,
COCCN(C(=O)CSc1ncn[nH]1)c1c(N)n(Cc2ccccc2)c(=O)[nH]c1=O,-4%,-2%,9%,-3%,8.2%,
Cc1cc(C)cc(N(CC(=O)NC2CCCCCC2)S(=O)(=O)c2c(C)[nH]c(=O)[nH]c2=O)c1,1%,-10%,2%,20%,i,

# 2 compounds drawn at random from the list so far, as already listed:
SMILES,H1N1 NS1A inhibition,M. tuberculosis HTS,Salmonella PhoP GFP,tuberculosis growth,VEEV TC-83 Vero,others
Cc1cc(=O)oc2cc(NS(=O)(=O)c3ccccc3)ccc12,-17%,7%,-21%,2%,0.4%,
N#Cc1c2c(c(NCCCN3CCOCC3)n3c1nc1ccccc13)CCC2,-4%,-6%,-4%,4%,6.9%,

# Additional results follow:
SMILES,H1N1 NS1A inhibition,M. tuberculosis HTS,Salmonella PhoP GFP,tuberculosis growth,VEEV TC-83 Vero,others
COc1ccc(/C=C/C(=O)NCC2COc3ccccc3O2)c(OC)c1 (centres undefined),-3%,-8%,5%,15%,0.8%,
Cc1ccccc1OCC(=O)OCC(=O)c1ccc(OC(=O)c2ccccc2)cc1,-5%,u,9%,u,6.5%,
O=C(CSC1=NCCS1)Nc1ccc(F)cc1,x,0%,1%,33%,5.2%,
CC1(C)CC(=O)C=C(NCc2ccco2)C1,-9%,-6%,3%,-3%,i,
Cn1cc(C(=O)N2CCN(c3cccc(Cl)c3)CC2)c(=O)c2cc(S(=O)(=O)N3CCOCC3)ccc21,0%,5%,-3%,4%,3.8%,
O=C(C1=C(O)C(=O)N(CCN2CCOCC2)C1c1ccc(F)cc1)c1cc2ccccc2o1 (centres undefined),-6%,1%,10%,54%,2.6%,
Cc1ccc(C(C)NC(=O)c2ccco2)cc1C (centres undefined),-9%,-4%,-8%,x,i,
CC1=NN(C(N)=S)C(=O)C1N=Nc1cccc(C(=O)O)c1 (centres undefined),1%,6%,-8%,-23%,i,
O=C(O)CSc1nc2c(c(C(F)(F)F)n1)CCc1ccccc1-2,3%,-4%,-15%,15%,i,
C/C(=N\NC(N)=S)c1ccccc1,14%,0%,13%,75%,0.8%,
Cc1ccc(NC(C)c2cc(Cl)ccc2O)cc1 (centres undefined),6%,-6%,2%,21%,i,
COc1cccc(C2C(C(N)=O)=C(C)Nc3nc(-c4cccc(Cl)c4)nn32)c1 (centres undefined),-5%,-1%,11%,0%,4.7%,VEEV TC-83 Vero 10K pilot screen=5.9
COCCCn1c(C2CCCCC2)nc2oc3cc(OC)ccc3c(=O)c2c1=O,-1%,-14%,-6%,22%,1.2%,
O=C(NCc1cccs1)C(=O)NCC1OCCCN1S(=O)(=O)c1ccccc1 (centres undefined),5%,3%,7%,-7%,i,

# Sorted by number of heavy atoms (lowest first): four of the compounds above.
SMILES,H1N1 NS1A inhibition,M. tuberculosis HTS,Salmonella PhoP GFP,tuberculosis growth,VEEV TC-83 Vero,others
C/C(=N\NC(N)=S)c1ccccc1,14%,0%,13%,75%,0.8%,
CC1(C)CC(=O)C=C(NCc2ccco2)C1,-9%,-6%,3%,-3%,i,
O=C(CSc1nnc(CNc2ccc(F)cc2)n1Cc1ccco1)N1CCOCC1,5%,3%,1%,-9%,0.9%,
COc1ccc([N+](=O)[O-])cc1NC(=O)CCNC(=O)Cn1ccc2ccccc2c1=O,-18%,2%,-1%,-17%,i,

# Of the compounds above, three have bromine.
SMILES,H1N1 NS1A inhibition,M. tuberculosis HTS,Salmonella PhoP GFP,tuberculosis growth,VEEV TC-83 Vero,others
Cc1c(C)[n+](=O)c2c(n1[O-])C(Br)CCC2Br (centres undefined),-2%,2%,-3%,-7%,i,
O=c1[nH]cnc2c1c(-c1ccccc1)cn2-c1ccc(Br)cc1,0%,25%,-5%,25%,1.4%,
COc1ccc(C2=NN(CN3C(=O)C(=O)c4ccccc43)C(c3ccc(Br)cc3)C2)cc1 (centres undefined),-1%,25%,-14%,27%,0.4%,
